NFkB transloc pot – enhances IL-1B driven NFkB nuclear translocation. HUVEC IL-1B NFkB p65 nuclear translocation imaging. activation, % at 2 µM. 0.3% of 94,000 active;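 active = activation above 40%, about the mean plus 3 SD, also judged a hit on visual image review; inconclusive = activation above 40% but not a hit on visual review; inactive = activation not above 40% and no visual hit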;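 also: percent activation is computed from the nuclear over cytoplasmic p65 intensity ratio; values of inactives mirror those of a sister screen read the other way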
MRP reversal – MRP-mediated drug resistance reversal. 0.04% of 85,000 active. differential viability (reversal), % at 10 µM. H69AR cells + 2 uM doxorubicin, CellTiter-Glo, 72 h. AID 602;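 active = viability drop by adding the cancer drug above about 55%, with treated viability meeting a 40% cutoff, limit read from the data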;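 also: viability without doxorubicin minus viability with 2 µM doxorubicin for each compound; larger differential means the compound sensitizes cells more to doxorubicin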
PLAP inhibitors HTS – PLAP enzyme inhibitors, biochemical, luminescence, HTS (AID 690); purified PLAP, luminescent substrate; higher % means a stronger effect; inhibition, % at 20 µM; hits with a dose series show IC50 in µM; 0.08% of 96,000 active; in the data active = a potency from the dose series; inactive = the rest, 99 in 100 with inhibition below about 30%; also: strong numbers were not always called active
IL1B NFkB inh – blocks IL-1B driven NFkB nuclear translocation in HUVEC cells; HUVEC IL-1B NFkB p65 nuclear translocation imaging; 0.43% of 94,000 active; inhibition, % at 2 µM;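 active = inhibition above about 30% together with a positive call from visual inspection of the well image, limit read from the data; inconclusive = inhibition above a set limit but visual check negative; inactive = inhibition not above a set limit, visual check negative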;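 also: nuclear over cytoplasmic p65 intensity ratio measured by imaging; 0% = IL-1B stimulated DMSO wells and 100% = unstimulated DMSO wells; values of inactives mirror those of a sister screen read the other way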
Bcl-B TR3 displacers – displacers of TR3 peptide from Bcl-B, primary screen, selectivity assay for Bfl-1 inhibitor project, biochemical, fluorescence polarization. FP displacement of FITC-TR3 peptide from Bcl-B; higher % means a stronger effect. displacement, % at 20 µM, or IC50 in µM where a hit was titrated. 0.11% of 96,000 active;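 active = displacement above 50% at 20 µM plus a fluorescence interference ratio under 1.5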;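 also: plate controls were wells without compound for no effect and wells lacking Bcl-B protein for full effect; a part of the inactive calls stands beside numbers as strong as those of hits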
MRP reversal cytotoxicity – second read-out of MRP reversal, no call of its own (marks repeat the call); viability, %; H69AR cells, CellTiter-Glo, 72 h; measured here: cytotoxicity without doxorubicin
MRP reversal with doxorubicin – second read-out of MRP reversal, no call of its own (marks repeat the call); viability, %; measured here: viability with 2 uM doxorubicin; hits give low values
IL1B NFkB inh cell count 2 µM – second read-out of IL1B NFkB inh, no call of its own (marks repeat the call); cell count; measured here: cells passing quality filter;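 raw number of nuclei counted in each imaged well without normalization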
NFkB transloc pot cell count 2 µM – second read-out of NFkB transloc pot, no call of its own (marks repeat the call); cell count; measured here: cells passing quality filter
* marks the source's active call; other numbers are inactive results; ? = inconclusive; · = not tested or not shown.

A first look:
SMILES | NFkB transloc pot | NFkB transloc pot cell count 2 µM | MRP reversal | MRP reversal cytotoxicity | MRP reversal with doxorubicin | PLAP inhibitors HTS | IL1B NFkB inh | IL1B NFkB inh cell count 2 µM | Bcl-B TR3 displacers
c1ccc2oc(NC3=NCN(CC4CCCO4)CN3)nc2c1 (stereo unspecified) | 5 | 143 | -1 | 85 | 86 | -83% | -5 | 143 | 2%
CCC(C(=O)OC)n1cnc2c(nnn2-c2ccc(OC)cc2)c1=O (stereo unspecified) | -8 | 115 | 1 | 89 | 87 | 3% | 8 | 115 | 10%
CCOC(=O)C1C(=O)C=C(/C=C/c2ccccc2)CC1c1ccc(Cl)cc1 (stereo unspecified) | -10 | 108 | · | · | · | -4% | 10 | 108 | -7%
S=c1[nH]nc(COc2ccc(Cl)cc2)n1C1CCCCC1 | 4 | 126 | 12 | 64 | 52 | · | -4 | 126 | ·
O=Cc1ccc(N2CCCC2)c(F)c1 | 5 | 67 | 2 | 92 | 90 | 13% | -5 | 67 | 22%
CCN(CC(=O)Nc1cccc(Br)c1)Cc1nc2ccccc2c(=O)[nH]1 | 5 | 203 | · | · | · | 11% | -5 | 203 | -6%
COc1ccc(/C=C/c2c([N+](=O)[O-])c(=O)n(C)c(=O)n2C)cc1OC | -5 | 140 | · | · | · | -3% | 5 | 140 | 6%
CCC(NC(=O)NC1=NCCS1)(C(F)(F)F)C(F)(F)F | -3 | 113 | -3 | 93 | 96 | 16% | 3 | 113 | -8%
Fc1ccc(-n2nnnc2-c2cnc(-c3cccs3)nc2C(F)(F)F)cc1 | · | · | · | · | · | 1% | · | · | 0%
C1=Nc2c(NCc3ccccc3)ncnc2Oc2ccccc21 | -98 | 13 | 10 | 97 | 86 | 20% | 98* | 13* | -13%
Cc1sc2ncnc(SCc3ccco3)c2c1C | 1 | 142 | -12 | 79 | 91 | 2% | -1 | 142 | 7%
CCn1c(-c2cc(-c3cccc(OC)c3)nc3ccccc23)n[nH]c1=S | 4 | 211 | · | · | · | -248% | -4 | 211 | 3%
O=C(c1ccco1)N1CCN(S(=O)(=O)c2ccc(F)cc2)CC1 | 27 | 129 | 8 | 94 | 87 | 14% | -27 | 129 | -1%
c1cncc(-c2nc3cc4ccccc4cc3[nH]2)c1 | 13 | 126 | · | · | · | 24% | -13 | 126 | -1%
C=CCc1cccc(/C=N/c2ncccc2O)c1O | 18 | 92 | 9 | 98 | 88 | 13% | -18 | 92 | 4%
COc1ccccc1NC(=O)C(=O)NCC1COc2ccccc2O1 (stereo unspecified) | -1 | 133 | · | · | · | 6% | 1 | 133 | 0%

All compounds of this part, from the start:
SMILES | NFkB transloc pot | NFkB transloc pot cell count 2 µM | MRP reversal | MRP reversal cytotoxicity | MRP reversal with doxorubicin | PLAP inhibitors HTS | IL1B NFkB inh | IL1B NFkB inh cell count 2 µM | Bcl-B TR3 displacers
c1ccc2oc(NC3=NCN(CC4CCCO4)CN3)nc2c1 (stereo unspecified) | 5 | 143 | -1 | 85 | 86 | -83% | -5 | 143 | 2%
CCC(C(=O)OC)n1cnc2c(nnn2-c2ccc(OC)cc2)c1=O (stereo unspecified) | -8 | 115 | 1 | 89 | 87 | 3% | 8 | 115 | 10%
CCOC(=O)C1C(=O)C=C(/C=C/c2ccccc2)CC1c1ccc(Cl)cc1 (stereo unspecified) | -10 | 108 | · | · | · | -4% | 10 | 108 | -7%
S=c1[nH]nc(COc2ccc(Cl)cc2)n1C1CCCCC1 | 4 | 126 | 12 | 64 | 52 | · | -4 | 126 | ·
O=Cc1ccc(N2CCCC2)c(F)c1 | 5 | 67 | 2 | 92 | 90 | 13% | -5 | 67 | 22%
CCN(CC(=O)Nc1cccc(Br)c1)Cc1nc2ccccc2c(=O)[nH]1 | 5 | 203 | · | · | · | 11% | -5 | 203 | -6%
COc1ccc(/C=C/c2c([N+](=O)[O-])c(=O)n(C)c(=O)n2C)cc1OC | -5 | 140 | · | · | · | -3% | 5 | 140 | 6%
CCC(NC(=O)NC1=NCCS1)(C(F)(F)F)C(F)(F)F | -3 | 113 | -3 | 93 | 96 | 16% | 3 | 113 | -8%
Fc1ccc(-n2nnnc2-c2cnc(-c3cccs3)nc2C(F)(F)F)cc1 | · | · | · | · | · | 1% | · | · | 0%
C1=Nc2c(NCc3ccccc3)ncnc2Oc2ccccc21 | -98 | 13 | 10 | 97 | 86 | 20% | 98* | 13* | -13%
Cc1sc2ncnc(SCc3ccco3)c2c1C | 1 | 142 | -12 | 79 | 91 | 2% | -1 | 142 | 7%
CCn1c(-c2cc(-c3cccc(OC)c3)nc3ccccc23)n[nH]c1=S | 4 | 211 | · | · | · | -248% | -4 | 211 | 3%
O=C(c1ccco1)N1CCN(S(=O)(=O)c2ccc(F)cc2)CC1 | 27 | 129 | 8 | 94 | 87 | 14% | -27 | 129 | -1%
c1cncc(-c2nc3cc4ccccc4cc3[nH]2)c1 | 13 | 126 | · | · | · | 24% | -13 | 126 | -1%
C=CCc1cccc(/C=N/c2ncccc2O)c1O | 18 | 92 | 9 | 98 | 88 | 13% | -18 | 92 | 4%
COc1ccccc1NC(=O)C(=O)NCC1COc2ccccc2O1 (stereo unspecified) | -1 | 133 | · | · | · | 6% | 1 | 133 | 0%
Cc1cc(N2CCN(C(=O)c3ccco3)CC2)n2nc(-c3cccc(Cl)c3)cc2n1 | · | · | 2 | 87 | 85 | -60% | · | · | -12%
CC(C)NC(=O)CC(c1ccccc1)c1cc(Br)ccc1O (stereo unspecified) | 4 | 143 | 24 | 101 | 77 | -33% | -4 | 143 | 16%
O=C(Nc1cc(C(=O)N2CCCC2)ccc1N1CCCC1)C1CC1 | -2 | 132 | 1 | 88 | 87 | · | 2 | 132 | ·
CCOC(=O)c1cnn(CCOC(=O)C(C)(C)C)c1NC(=O)C(C)(C)C | 4 | 160 | -43 | 52 | 94 | 6% | -4 | 160 | 1%
CCOC(=O)c1nn(-c2cccc(Cl)c2)c(C)c1C(C)=O | -14 | 137 | · | · | · | -36% | 14 | 137 | 6%
CCOC(=O)N1CCN(C(=O)c2cc(C)c3c(C)nn(-c4ccccc4)c3n2)CC1 | -9 | 198 | -24 | 55 | 80 | -42% | 9 | 198 | -3%
O=C1CC(N2CCOCC2)C(=O)N1Cc1ccc(N2CCCC2=O)cc1 (stereo unspecified) | ? | · | 0 | 87 | 87 | -14% | -42 | 152 | 0%
N=c1sccn1CC(=O)Nc1ccccc1Oc1ccccc1 | -4 | 192 | 0 | 83 | 83 | 15% | 4 | 192 | 6%
Cc1ccccc1NC(=O)CSc1[nH]c(=O)cc(C)c1C#N | -18 | 189 | -14 | 93 | 106 | -4% | 18 | 189 | 1%
SMILES | NFkB transloc pot | NFkB transloc pot cell count 2 µM | MRP reversal | MRP reversal cytotoxicity | MRP reversal with doxorubicin | PLAP inhibitors HTS | IL1B NFkB inh | IL1B NFkB inh cell count 2 µM | Bcl-B TR3 displacers
COc1cc(-c2cn[nH]c2N)cc(OC)c1OC | 33 | 80 | -1 | 88 | 88 | 1% | -33 | 80 | 1%
CC(=O)c1c(C(C)=O)c(C)n(NC(=O)c2ccc(Cl)cc2)c1C | 0 | 192 | 25 | 115 | 90 | -23% | 0 | 192 | -3%
S=C(Nc1ccc2c(c1)OCO2)NC1CCN(Cc2ccccc2)CC1 | 8 | 118 | 5 | 81 | 76 | 14% | -8 | 118 | -3%
Cc1n[nH]c(C)c1CCOc1ccc(C(C)C)cc1 | 12 | 201 | · | · | · | -32% | -12 | 201 | -5%
CCCCSc1nsc(NC(C)=O)n1 | 15 | 125 | -4 | 95 | 99 | -11% | -15 | 125 | 12%
CSCC[C@H](NC(=O)C1CCN(S(=O)(=O)c2ccc(C)cc2)CC1)C(=O)NCc1ccco1 | 14 | 139 | -1 | 91 | 93 | -51% | -14 | 139 | -1%
CC(/C=N\NC(=O)c1cccnc1)c1ccccc1 (stereo unspecified) | 15 | 147 | · | · | · | · | -15 | 147 | ·
CCCS(=O)(=O)NCCc1cc2ccc(C)cc2[nH]c1=O | 10 | 121 | · | · | · | · | -10 | 121 | ·
CCOc1ccc(CCNC(=O)c2cc3sccc3n2CC)cc1OCC | 7 | 176 | 1 | 90 | 89 | -12% | -7 | 176 | -9%

An excerpt from above with just IL1B NFkB inh, MRP reversal and IL1B NFkB inh cell count 2 µM:
compound | IL1B NFkB inh | MRP reversal | IL1B NFkB inh cell count 2 µM
CC(=O)c1c(C(C)=O)c(C)n(NC(=O)c2ccc(Cl)cc2)c1C | 0 | 25 | 192
S=C(Nc1ccc2c(c1)OCO2)NC1CCN(Cc2ccccc2)CC1 | -8 | 5 | 118

Bioassay records: PubChem BioAssay, several laboratories

Not all compounds are listed (hit frequency here may not be typical).
